# proCasp3 act: procaspase-3 (human) activation | P42574 | recombinant procaspase-3 D3A, Ac-DEVD-pNA absorbance 405 nm | activation, % at 8.5 µM | 330,000 tested, 0.11% active | AID 463141;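 active = activation above the mean of all tested compounds plus 3 SD, cut at about 21% in these data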;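 also: 0% = DMSO alone and 100% = DMSO wells spiked with extra 5 µM PC-3 D3A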
# Target sequence (P42574 whole entry D9A/D28A/D175A): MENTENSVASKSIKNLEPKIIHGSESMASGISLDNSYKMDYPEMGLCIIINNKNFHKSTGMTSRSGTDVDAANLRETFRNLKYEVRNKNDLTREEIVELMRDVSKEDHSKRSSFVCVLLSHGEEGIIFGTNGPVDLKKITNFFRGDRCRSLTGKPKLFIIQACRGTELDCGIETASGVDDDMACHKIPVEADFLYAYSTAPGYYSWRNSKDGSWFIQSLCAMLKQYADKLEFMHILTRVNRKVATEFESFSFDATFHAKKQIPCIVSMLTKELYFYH
#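 System: Procaspase-3 D3A mutant. Medium: Zinc-free 300 mM NaCl, 50 mM HEPES, 0.01% Triton X-100. Schedule: 1 h preincubation plus 2 h reaction at 25 °C. Measured by: 405 nm absorbance of p-nitroaniline, reads at 0 and 120 min. Read-out: percent activation relative to control range.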
# VLA-4 inh: inhibition in a human VLA-4 binding assay. P13612. VLA-4 expressing cells, ligand binding flow cytometry. inhibition, % (about 7 µM as worked out from the volumes in the protocol). 330,000 tested, 0.2% active. AID 2557; in the data active = inhibition above about 50%
# PP1 counter: PP1-alpha (human) inhibition in PP5 counter-screen. purified PP1alpha, OMFP fluorescence. inhibition, % at 6.7 µM. 320,000 tested, 0.9% active. AID 2235;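 active = inhibition above the mean inhibition of all tested compounds plus 3 SD, computed separately for each screening campaign, cut at about 15% in these data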
# Target sequence (P62136 whole entry, looked up): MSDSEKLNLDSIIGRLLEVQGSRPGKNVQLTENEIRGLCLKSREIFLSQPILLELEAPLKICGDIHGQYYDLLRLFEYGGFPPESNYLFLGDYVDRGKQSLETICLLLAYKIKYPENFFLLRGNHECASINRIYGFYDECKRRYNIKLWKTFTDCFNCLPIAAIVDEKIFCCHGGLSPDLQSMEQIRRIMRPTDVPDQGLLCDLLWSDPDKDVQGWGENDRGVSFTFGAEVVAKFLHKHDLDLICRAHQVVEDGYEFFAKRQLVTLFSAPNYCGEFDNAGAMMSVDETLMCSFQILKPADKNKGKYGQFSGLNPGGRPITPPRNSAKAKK
# Fh CTSL1 inh: counter-screen for PFM18AAP inhibitors: inhibitors of F. hepatica cathepsin L1 | recombinant F. hepatica cathepsin L1, Z-Leu-Arg-MCA fluorescence | inhibition, % at 5.96 µM | 300,000 tested, 0.49% active;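 active = inhibition above the mean of all tested compounds plus 3 SD, set per screening campaign, cut at about 17% in these data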;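 also: 0% = plate median of test compound wells and 100% = 1 µM Z-Phe-Ala-diazomethylketone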
# procasp7 counter: counter-screen for procaspase-3 activators: activators of human procaspase-7. P55210. recombinant procaspase-7, Ac-DEVD-pNA absorbance 405 nm; D23A/D198A/D206A triple mutant, cannot self-cleave; scale: DMSO 0, 5 µM enzyme 100. activation, % at 8.5 µM. 330,000 tested, 0.093% active. AID 463210;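 active = percent activation above the screen-wide mean plus 3 SD, cut at about 25% in these data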
#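 Material: Procaspase-7 triple mutant (PC-7 D3A) | Quantity: 2 µM procaspase-7 mutant as dispensed | Reagent: DEVD-pNA substrate | Times: 1 h preincubation, 2 h reaction | Technique: 405 nm absorbance of p-nitroaniline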
# HCV core dimer: HCV core protein dimerization inhibition; TR-FRET GST/Flag-core106 dimerization, 1536-well; inhibition, % at 5 µM; 300,000 tested, 0.33% active;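 active = inhibition above the mean of all tested compounds plus 3 SD, set per screening campaign, cut at about 45% in these data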
#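 test system = GST/Flag-tagged HCV core106 proteins | probe or stimulus = Eu donor and XL665 acceptor anti-tag antibodies | times = compound-protein-antibody incubation 4 h at 22.5 °C | signal = TR-FRET, excitation 340 nm, emission 617 and 671 nm | measure = percent inhibition of core106 dimerization signal | controls = wells lacking GST-core106 and wells with excess unlabelled core106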
# PP5 primary: inhibitors of human protein phosphatase 5 (PP5); purified PP5c, OMFP substrate fluorescence; inhibition, % at 6.7 µM; 320,000 tested, 0.18% active; AID 1987;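 active = inhibition above the campaign's mean inhibition across all tested compounds plus 3 SD, cut at about 9.5% in these data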;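 also: 0% = DMSO only and 100% = 100 µM cantharidin control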
# Target sequence (P53041 whole entry, looked up): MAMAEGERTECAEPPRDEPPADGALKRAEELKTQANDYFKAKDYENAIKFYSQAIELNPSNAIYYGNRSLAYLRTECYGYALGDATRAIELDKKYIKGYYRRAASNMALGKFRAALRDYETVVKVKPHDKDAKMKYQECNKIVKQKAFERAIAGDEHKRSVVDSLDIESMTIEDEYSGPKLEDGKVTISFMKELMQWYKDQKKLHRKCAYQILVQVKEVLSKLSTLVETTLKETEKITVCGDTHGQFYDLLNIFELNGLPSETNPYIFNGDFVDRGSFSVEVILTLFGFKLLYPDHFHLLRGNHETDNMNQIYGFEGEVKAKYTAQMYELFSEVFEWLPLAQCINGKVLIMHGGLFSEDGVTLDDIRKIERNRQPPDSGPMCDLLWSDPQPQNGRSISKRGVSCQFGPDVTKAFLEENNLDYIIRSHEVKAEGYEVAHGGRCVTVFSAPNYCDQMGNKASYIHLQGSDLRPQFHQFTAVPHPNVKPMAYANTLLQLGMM
# JMJD2C inh: inhibitors of human GASC-1 (JMJD2C) demethylase; Q9H3R0; AID 2099; 330,000 tested, 0.069% active; inhibition, % at 2.35 µM; GST-JMJD2C(1-420) H3K9me3 demethylation, DELFIA europium;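 active = more than half of a compound's replicate wells show inhibition beyond 50%, single wells judged on their own value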;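 also: signal counts dimethyl H3K9 product captured on neutravidin plate; 0% = median of DMSO wells and 100% = 0.3 times that DMSO median; strong numbers were not always called active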
# GRK2 aptamer HTS: blocks RNA aptamer binding to human GRK2. P25098. bead flow cytometry, FAM-aptamer displacement from GRK2. AID 488847. inhibition of aptamer binding, % at 10 µM. 330,000 tested, 0.59% active;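 active = inhibition of aptamer binding above 40%, roughly 3 SD of noise, on plates passing a quality check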;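 also: median bead fluorescence of bound FAM aptamer so fluorescent compounds give negative values; no value below 0 was filed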
# * hit, by the source's call; · = no result given.
SMILES,proCasp3 act,VLA-4 inh,PP1 counter,Fh CTSL1 inh,procasp7 counter,HCV core dimer,PP5 primary,JMJD2C inh,GRK2 aptamer HTS
CC(=O)Oc1ccc(-c2cccc(C(=O)N3CCCCC3)c2)cc1,4.0,5.2,-3.3,-10.2,-2.3,-2.3,3.3,5.0,2.0
CCOC(=O)c1cccc(NC(=O)Nc2ccc3c(c2)C(=O)OC3)c1,-6.6,5.7,-2.8,-2.0,4.6,2.8,1.0,-14.5,2.0
CCc1ccc(-n2c(SCC(=O)Nc3ccc(C(=O)O)cc3)nnc2-c2ccncc2)cc1,-0.4,-1.2,-5.7,-1.9,2.1,1.6,-3.4,-0.7,0.0
CCCOc1ccc(-c2cnc(SCC(N)=O)nc2N)cc1,-6.7,10.6,0.2,-5.0,4.9,-7.3,2.8,-2.2,0.0
COC(=O)[C@H](Cc1ccccc1)NC(=O)O[C@@H]1C(=O)c2cc(Br)ccc2O[C@H]1c1cccc(OC)c1,-14.5,·,3.7,-4.2,-15.4,8.5,3.0,5.7,·
O=c1c2oc3ccccc3c2[nH]c(=S)n1-c1ccccc1,-2.5,0.3,-0.5,-0.3,-2.8,0.5,1.6,-3.1,0.0
COc1ccc(CNC(=O)C(NS(=O)(=O)c2cccc3nsnc23)C(C)C)cc1 (stereo not drawn),-1.3,-8.7,-1.2,1.4,6.7,-2.6,4.2,-31.4,2.0
CCC(CC)NCc1ccc2c(c1)c1ccccc1n2CC,-2.8,11.4,-3.1,-0.8,5.2,0.0,-0.4,8.8,0.0
Cc1nn(-c2ccccc2)c(C)c1/C=N/NC(=O)CSc1nc2ccccc2c(=O)n1-c1ccc(Br)cc1,0.6,-1.1,0.7,0.6,4.0,58.9*,1.4,0.7,0.0
Cc1nnc(-c2cnn(-c3ccccc3)c2N)n1Cc1ccncc1,0.1,-16.8,-0.2,1.0,0.4,-15.8,1.7,11.3,0.0
CCOc1ccc(NC(=O)CSc2nc(N)c(-c3ccccc3)c(=O)[nH]2)cc1,-3.6,1.2,-3.7,-0.9,2.8,1.6,-2.8,-9.0,4.0
O=C(CSc1nnc(COc2ccccc2)o1)Nc1nccs1,7.8,13.5,-0.8,-1.1,3.1,-2.0,-1.9,-3.1,2.0
CCCCn1c(=S)[nH]c2ncccc2c1=O,0.7,-16.9,-4.4,1.5,2.1,0.8,2.4,1.3,0.0
O=C(CN1CCN(c2cccc(Cl)c2)CC1)Nc1ccc(S(=O)(=O)N2CCOCC2)cc1,5.2,-8.6,-0.8,-1.2,3.6,-12.5,4.2,13.0,1.0
COc1cc(COCC(O)CN2CCCCC2C)cc(OC)c1OC (stereo not drawn),-1.0,7.7,-0.9,-1.1,-2.0,-6.2,0.8,-1.7,14.0
O=C(NNc1ccccc1[N+](=O)[O-])Nc1ccc(F)cc1F,-8.4,14.3,-1.3,-1.5,8.8,0.9,2.9,-21.9,0.0
CSC1=NCCN1CCOc1ccccc1,-8.4,6.3,-2.8,-0.1,-5.7,-4.9,1.3,1.3,0.0
C=CCn1c(SCc2ccc(F)cc2)nnc1-c1sc2nc(C)cc(C)c2c1N,-8.9,-3.8,-0.1,1.1,9.6,3.0,0.8,4.1,0.0
CCOc1ncccc1C(=O)Nc1nnc(C(CC)CC)s1,-5.8,-1.3,1.3,-0.2,0.0,4.2,-2.2,-2.9,1.0
O=C(O)c1n[nH]c2c1CCCC2,3.9,5.8,-2.1,-0.6,0.3,-3.8,1.4,-0.5,3.0
C=CCn1c(CNC(=O)c2cccs2)n[nH]c1=S,-5.4,-11.1,-3.8,-3.7,5.7,-5.8,-2.4,-7.6,0.0
CCOC1(NC(=O)c2ccccc2)C(C)=CC(=O)C=C1C,5.3,9.3,-0.8,-0.1,9.8,-0.7,-1.1,157.7,1.0
COC(=O)c1ccccc1NC(=O)COC(=O)CSc1nnc(N)s1,1.4,7.3,-4.3,-7.8,-9.7,4.2,-2.3,9.8,5.0
O=C(N/N=C/c1cccc(O)c1)c1csc2ccccc12,-11.5,-7.7,-2.1,-4.0,0.9,-3.2,0.7,4.8,0.0
Cc1ccccc1NC(=O)Cc1nnc(SCC(=O)N2CCOCC2)n1C,7.9,4.7,-3.3,-1.7,2.4,-2.3,-0.7,-0.1,4.0
O=C(Cn1cncn1)N/N=C/c1cccc2ccccc12,5.8,·,-2.9,0.2,-8.9,3.0,-2.0,1.6,·
Cc1ccc(F)cc1NC(=O)C1CCCN(c2ncccn2)C1 (stereo not drawn),2.6,0.8,3.0,-1.4,-5.6,-2.2,-0.6,-0.8,0.0
O=C(NNC(=S)Nc1ccc(Cl)cc1)c1ccccc1,-2.8,13.5,-0.7,0.2,-8.2,-4.8,3.7,2.5,4.0
COc1c(Br)cc(Br)cc1C(=O)O,-2.5,-11.1,0.8,3.9,-3.6,1.5,-0.2,0.5,1.0
O=S(=O)(Nc1cccc2ccccc12)c1cccs1,-2.3,-8.1,0.6,0.8,1.7,4.9,0.5,1.5,5.0
O=C(CN1CCCc2ccccc21)NCc1ccc2c(c1)OCO2,-3.6,-344.8,2.4,-3.5,16.1,-2.7,-1.1,10.4,0.0
Cc1ccc(-c2c(C)n([O-])c3c([n+]2=O)CCCC3)o1,0.6,-6.7,-3.9,4.7,4.8,-0.3,1.5,4.3,0.0
O=C1CC2(CCN(C(=O)COc3ccc(Cl)cc3)CC2)Oc2ccccc21,2.0,-27.4,0.5,0.5,5.5,4.3,3.7,-5.8,3.0
Cc1ccc(NCC(=O)c2ccccc2)cc1Cl,1.4,5.3,-1.2,3.2,7.5,-0.1,-3.5,14.3,0.0
CN1C(C(=O)NCc2cccc(Br)c2)CC2Cn3c(nc4cc(Cl)c(Cl)cc43)C21 (stereo not drawn),2.9,10.7,-0.7,-0.7,5.0,4.2,4.6,17.4,1.0
O=C(Nc1ccc2ccccc2c1)c1ccc(Cl)cc1,-6.7,5.0,-3.1,-6.3,-0.8,5.9,1.5,-11.7,0.0
CCn1c(N2CCC(Cc3ccccc3)CC2)nc2c1c(=O)[nH]c(=O)n2C,1.6,0.0,2.9,3.2,13.7,10.9,2.6,-13.6,3.0
C/C(=N\NC(=O)Cc1c(C)[nH][nH]c1=O)c1cccc(Br)c1,-0.8,1.9,-0.8,5.1,-4.2,4.2,-1.6,-2.9,0.0
O=C(CN1C(=O)C(=O)c2ccccc21)OCN1C(=O)c2ccccc2C1=O,-3.8,14.8,1.0,-1.9,2.2,4.6,1.6,-3.7,0.0
CCn1c2ccccc2c2cc(NC(=O)c3cccc(OC)c3OC)ccc21,6.8,21.7,-0.5,-1.8,-8.7,10.6,4.0,-5.8,0.0
FC(F)(F)c1cccc(N2CCN(CC3CC=CCC3)CC2)c1 (stereo not drawn),6.9,-18.1,-0.1,3.5,3.4,-3.8,1.2,-8.1,0.0
CC(C)Oc1ccc(CSc2ncn[nH]2)cc1,-1.9,0.5,-3.7,-0.3,12.2,-2.5,1.8,-3.2,0.0
Cc1ccc(NC(=O)CN(C)C(=O)c2ccc(COc3ccccc3)cc2)cc1,2.4,-1.9,-2.5,0.7,-3.9,0.8,0.5,-4.3,0.0
CCN1CCc2c(OCc3ccc(C)cc3)cccc2C1=O,6.8,25.0,2.3,0.7,-0.9,4.5,1.3,·,1.0
CC12CCC(C(=O)Nc3c(Cl)cccc3Cl)(C(Br)C1=O)C2(C)C (stereo not drawn),-3.9,14.7,-1.5,-1.2,5.8,-2.5,3.2,-5.5,1.0

# Part of the list above, reformatted.
canonical_smiles: C=CCn1c(CNC(=O)c2cccs2)n[nH]c1=S
- proCasp3 act: -5.4
- VLA-4 inh: -11.1
- PP1 counter: -3.8
- Fh CTSL1 inh: -3.7
- procasp7 counter: 5.7
- HCV core dimer: -5.8
- PP5 primary: -2.4
- JMJD2C inh: -7.6
- GRK2 aptamer HTS: 0.0

canonical_smiles: O=C(N/N=C/c1cccc(O)c1)c1csc2ccccc12
- proCasp3 act: -11.5
- VLA-4 inh: -7.7
- PP1 counter: -2.1
- Fh CTSL1 inh: -4.0
- procasp7 counter: 0.9
- HCV core dimer: -3.2
- PP5 primary: 0.7
- JMJD2C inh: 4.8
- GRK2 aptamer HTS: 0.0

canonical_smiles: O=C(CN1C(=O)C(=O)c2ccccc21)OCN1C(=O)c2ccccc2C1=O
- proCasp3 act: -3.8
- VLA-4 inh: 14.8
- PP1 counter: 1.0
- Fh CTSL1 inh: -1.9
- procasp7 counter: 2.2
- HCV core dimer: 4.6
- PP5 primary: 1.6
- JMJD2C inh: -3.7
- GRK2 aptamer HTS: 0.0

canonical_smiles: COC(=O)[C@H](Cc1ccccc1)NC(=O)O[C@@H]1C(=O)c2cc(Br)ccc2O[C@H]1c1cccc(OC)c1
- proCasp3 act: -14.5
- VLA-4 inh: ·
- PP1 counter: 3.7
- Fh CTSL1 inh: -4.2
- procasp7 counter: -15.4
- HCV core dimer: 8.5
- PP5 primary: 3.0
- JMJD2C inh: 5.7
- GRK2 aptamer HTS: ·

# Next entries
SMILES,proCasp3 act,VLA-4 inh,PP1 counter,Fh CTSL1 inh,procasp7 counter,HCV core dimer,PP5 primary,JMJD2C inh,GRK2 aptamer HTS
Cc1ccc(C(=O)NCC(=O)N2CCCCCC2)cc1,2.2,7.5,-1.1,0.3,4.0,5.5,-0.6,-17.6,0.0
O=C(CSc1nc2cc(C(F)(F)F)ccc2n1Cc1ccccc1)NC1CCS(=O)(=O)C1 (stereo not drawn),5.6,-11.4,0.9,1.6,-2.3,-5.0,0.1,-3.2,0.0
Cc1ccc(C)c2[nH]c(=O)c(CN(Cc3ccc4c(c3)OCO4)Cc3nnnn3Cc3ccco3)cc12,-1.3,3.1,6.0,0.0,4.5,8.5,4.1,3.6,1.0
O=C(Nc1ccc(F)cc1)NC1CCCCC1,0.5,3.9,-0.8,-5.0,-1.6,2.5,1.5,0.3,0.0
COC(=O)[C@H](CC(C)C)NC(=O)NC1CCCc2ccccc21 (stereo partly drawn),4.8,-11.8,-0.6,-0.5,-1.8,-3.4,2.6,2.0,1.0
C[C@@H]1C[C@H]2[C@@H]3CCC4=CC(=O)C=C[C@]4(C)[C@@]3(F)[C@@H](O)C[C@]2(C)[C@H]1C(=O)CO,1.0,16.2,-7.1,-4.3,-2.6,-1.5,4.2,0.1,0.0
COc1ccc2oc(=O)c(C(=O)NCc3ccc(F)cc3)cc2c1,-3.0,7.1,0.4,-0.3,-1.4,-6.2,2.7,6.9,2.0
COC(=O)N/N=C/c1cc(C)n(-c2cccc3ccccc23)c1C,-2.6,4.5,-2.6,1.9,1.8,5.5,0.3,-8.1,1.0
Cc1ccc2c(Cl)c(C(=O)NCC3CCCO3)sc2c1 (stereo not drawn),3.5,0.1,-3.5,-2.8,-13.5,5.3,4.4,-11.5,1.0
N#CC1=C(N)C(C#N)(C#N)C(c2ccncc2)C2CN(C(=O)OCc3ccccc3)CC=C12 (stereo not drawn),-18.1,6.5,3.7,12.9,-9.6,4.1,0.1,-7.4,1.0
CS(=O)(=O)c1cccc(-c2nnc(NC(=O)C3=COCCO3)o2)c1,7.7,-6.5,-5.1,-0.9,5.3,-1.2,0.1,-6.3,3.0
Cc1cccc(NC(=O)CSCC(=O)Nc2sccc2C#N)c1,2.1,-11.3,-4.5,3.9,6.2,3.9,-1.4,42.5,3.0
